High-throughput results: PubChem, Broad Institute
BL2 CD40 inh = CD40 pathway inhibition in BL2 cells; BL2 NF-kB luciferase reporter, CD40L-induced, 4 h; 0.94% of 83,000 active; inhibition, % at 10 µM; AID 1053188;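 active = mean inhibition of at least 50% with a set share of replicates also reaching that level; inconclusive = no clear call, values can overlap the other calls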;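 note: 0% = neutral control wells and 100% = IKK inhibitor VII at 50 µM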
* = called active by the depositor; ? = inconclusive; [ ] = another dose, or the depositor's remark.

BL2 CD40 inh	mol
0.6	Cc1ccc2[nH]c(=O)c(CN(Cc3cccnc3)C(=O)c3ccncc3)cc2c1
4.7	CCN(CC(=O)NC1CCS(=O)(=O)C1)S(=O)(=O)c1cc([N+](=O)[O-])ccc1C (stereo not drawn)
4.3[25 µM]	COc1ccc2c3c(n(C)c2c1)[C@@H](CO)N(C(C)=O)CC31CN(Cc2ccc(Cl)cc2)C1
-43.1	O=C(CCC(=O)N1CCN(c2ccccn2)CC1)c1cccs1
-22.1	O=C(CC(=O)c1ccccc1)Nc1ccccn1
1.8	Cc1cc(C)n(CCCNCC(O)c2ccccc2)n1 (stereo not drawn)
-9.8	COc1cccc(-c2ccc([C@@H]3[C@@H](C#N)N(C(=O)c4ccccn4)[C@@H]3CO)cc2)c1
-53.5	O=C(CN1CCN(c2ccccc2O)CC1)Nc1ccccc1C(=O)NCCc1ccccc1
-2.8	Cc1cc(C)n2nc(SCC(=O)N3CCC(C)CC3)nc2n1
1.4	COCc1ccc(CN2CCC(N3CCC(C(=O)N4CCCC4)CC3)CC2)o1
7.6	CCC(C)c1ccccc1NC(=O)c1cccnc1 (stereo not drawn)
9.8	COc1ccccc1NCCC#N
-3.2	CN(C)C(=O)N1CCC(C(=O)N2CCCC(C(=O)c3ccc(C(C)(C)C)cc3)C2)CC1 (stereo not drawn)
-2.4	CCOc1ccc(C(=O)C(C)=O)c(OCC)c1
-11.9	CC(C)NC(=O)N(C)C[C@@H]1Oc2c(NC(=O)C3CCCCC3)cccc2C(=O)N([C@H](C)CO)C[C@@H]1C
-6.5[25 µM]	C[C@@H](NC(=O)[C@@H]1[C@@H](CO)[C@@H]2Cn3c(ccc(-c4ccccc4F)c3=O)[C@H]1N2)c1ccccc1
3.4	Cc1onc(-c2ccccc2Cl)c1C(=O)NCc1nc(-c2ccccc2)no1
4.0[25 µM]	C[C@@H]1CN([C@H](C)CO)C(=O)c2c(c3ccccc3n2C)-c2ccccc2CO[C@H]1CN(C)C(=O)NC1CCCCC1
-23.8[25 µM]	CC(=O)N(C)C[C@H]1OCc2ccccc2-c2ccccc2C(=O)N([C@@H](C)CO)C[C@@H]1C
-0.1	CC(NC(=O)c1ccncc1)C(c1cccs1)N1CCOCC1 (stereo not drawn)
12.4	CC(NC(=O)c1ccccc1F)C(=O)O (stereo not drawn)
3.7	COCCNC(=O)C1(C)CCCN(C(=O)c2ccc(N(C)C)cc2)C1 (stereo not drawn)
2.8	Cn1cccc([N+](=O)[O-])c1=O
-11.3[25 µM]	CS(=O)(=O)Nc1ccc2c(c1)[C@H]1C[C@@H](CC(=O)NCc3cc(F)ccc3F)O[C@H](CO)[C@H]1O2
11.4	O=C1CCC2(C(=O)O)Sc3ccccc3N12 (stereo not drawn)
2.4	CC(CC(=O)NC(C)c1ccc2c(c1)OCCO2)c1ccccc1 (stereo not drawn)
8.9	O=C1CCCCN1CCC(=O)N1CCCC(Nc2ccccc2)C1 (stereo not drawn)
7.7	Cc1ccc2cc(CN(Cc3ccco3)S(=O)(=O)c3c(C)ccc4nsnc34)c(=O)[nH]c2c1
-6.6	c1ccc2sc(N3CCCN(Cc4nc(-c5cnccn5)no4)CC3)nc2c1
-7.4	CN(C)c1c(N)c(=O)oc2ccccc12
-1.3	Cc1ccc(NS(=O)(=O)c2cccs2)cc1S(=O)(=O)N1CCCCCC1
-0.3[25 µM]	CS(=O)(=O)Nc1ccc2c(c1)[C@@H]1C[C@@H](CC(=O)NCc3ccncc3)O[C@H](CO)[C@@H]1O2
3.7	OCCC1CN(CC#Cc2ccccc2)CCN1C1CCCC1 (stereo not drawn)
6.1[25 µM]	O=C(O)C[C@@H]1C=C[C@@H](NC(=O)Nc2cc(F)ccc2F)[C@H](CO)O1
-30.8	O=C(Nc1ccc(CN2CCOCC2)cc1)c1ccc(N2CCCC2)c([N+](=O)[O-])c1
9.1	O=C(NCc1ccc(S(=O)(=O)NC2CCCCC2)s1)c1ccccc1

Rewritten as tab-separated lines: two of the compounds above.
smiles	BL2 CD40 inh
O=C(Nc1ccc(CN2CCOCC2)cc1)c1ccc(N2CCCC2)c([N+](=O)[O-])c1	-30.8
CC(CC(=O)NC(C)c1ccc2c(c1)OCCO2)c1ccccc1 (stereo not drawn)	2.4

More entries follow:
BL2 CD40 inh	mol
24.0	CCc1c(C)nc2nc(NC(C)=O)[nH]n2c1=O
-18.2	COc1ccccc1C(=O)NC(=O)COC(=O)c1ccco1
6.0	COc1ccc(S(=O)(=O)N(C)C[C@@H]2OCCCC[C@H](C)Oc3ccc(NS(=O)(=O)c4ccc(Cl)cc4)cc3C(=O)N([C@H](C)CO)C[C@@H]2C)cc1
-5.7[25 µM]	CC(=O)N1[C@@H]2Cn3c(ccc(-c4cccnc4)c3=O)[C@H]1[C@@H](C(=O)NC1Cc3ccccc3C1)[C@@H]2CO
9.1	CCCn1c(N)c(C(=O)CSc2nnc(C3CC3)n2-c2ccccc2)c(=O)[nH]c1=O
0.5	COc1ccc2nc(SC)cc(C)c2c1
0.2	Cc1cccn2c(CNCC3OCCc4ccccc43)c(C(=O)N3CCCCC3)nc12 (stereo not drawn)
-0.9	O=c1cc[nH]c2cccc(Cc3ccccc3)c12
-84.2	CC(=O)Nc1nc(COc2ccccc2)cs1
?	COc1cccc(NC(=O)Nc2nccc(C)n2)c1
14.2	Cc1cccc(C(CC(=O)NCCc2ccccc2)c2ccccc2)c1O (stereo not drawn)
-19.0[25 µM]	CCC(=O)N1CC2(CCN(Cc3ccccc3Cl)CC2)c2c([nH]c3cc(OC)ccc23)[C@H]1CO
9.0	COc1ccc(/C=N/NS(C)(=O)=O)c(OC)c1
28.8*	Cc1ccc(C)c(NC(=O)CN(C)C(=O)CSCc2c(C)noc2C)c1
13.6	CCNc1ccc([N+](=O)[O-])cc1
5.8	COc1ccc(NC(=O)COC(=O)COc2ccc(Br)cc2)cc1
3.6[25 µM]	CC=Cc1ccc2n(c1=O)C[C@@H]1[C@@H](CO)[C@H](C(=O)NCC3CC3)N(Cc3ccccc3)[C@H]21 (mixture of isomers)
0.2	CC(C)(C)c1cc(NC(=O)COC(=O)C2CC2)n(-c2ccccc2)n1
5.8	c1ccc(-n2c(-c3cccs3)nc3nc4ccccc4nc32)cc1
-12.6	Nc1ccccc1C(=O)NC(=O)Nc1ccc(Oc2ncc(Br)cn2)c(Cl)c1
-6.5[25 µM]	COCC#Cc1ccc([C@H]2[C@@H](C#N)N(C(=O)Cc3ccccc3)[C@@H]2CO)cc1
3.7	O=C(NCCCCCCNC(=O)N1CCCCCC1)N1CCCCCC1
37.7	S=C(N/N=C/c1ccc2ncccc2c1)Nc1cccnc1
20.4	O=C(NCCO)/C(=C/c1ccc2c(c1)OCO2)NC(=O)c1ccc(Br)cc1

Three structures from above, arranged by molecular weight, low to high.
BL2 CD40 inh	mol
3.7	O=C(NCCCCCCNC(=O)N1CCCCCC1)N1CCCCCC1
28.8*	Cc1ccc(C)c(NC(=O)CN(C)C(=O)CSCc2c(C)noc2C)c1
5.8	COc1ccc(NC(=O)COC(=O)COc2ccc(Br)cc2)cc1

New compounds follow
BL2 CD40 inh	mol
-87.3	CCCCC(=O)OCC(=O)c1[nH]c(C)c(C(=O)OCC)c1C
-56.6	O=C(CSc1nnc(NC2CCCCC2)s1)N1CCOCC1
-0.7	CC(NC(=O)c1ccccc1)C(=O)NC1CCCc2ccccc21 (stereo not drawn)
3.7	O=C(CC(NCc1ccccn1)C(=O)O)Nc1ccccc1Cl (stereo not drawn)
-41.3	O=C(Nc1ccc(OC(=O)c2ccco2)cc1)c1ccco1
7.5	CN(C)C(=O)CSc1nnc(Cc2ccccc2)n1CC1CCCO1 (stereo not drawn)
19.2	COc1c2c(nc3ccccc13)OC(C(C)(O)COC(C)=O)C2 (stereo not drawn)
-1.0	C[C@H]1CN([C@@H](C)CO)C(=O)c2cc(NS(=O)(=O)c3ccccc3)ccc2O[C@@H]1CN(C)Cc1ccc(C(=O)O)cc1
15.7	COC(=O)COc1ccccc1C(N)=O
-59.0	COc1ccc(-c2cc(=Nc3c(C)n(C)n(-c4ccccc4)c3=O)c3ccccc3o2)cc1
14.6	Cc1ccc(CSCC(=O)Nc2cc(S(=O)(=O)N3CCOCC3)ccc2OC(C)C)cc1
5.9[25 µM]	C[C@@H]1C(=O)N[C@@H](c2ccccc2)CC=CC[C@H](C)Oc2ccccc2C(=O)N1C (mixture of isomers)
1.0	Cc1ccc2c(c1)c1c(n2CC(O)Cn2c(C)nc3ccccc32)C(=O)CCC1 (stereo not drawn)
3.1	CCC(CC)NCc1ccc(OC)cc1OC
-8.1[25 µM]	CN1C(=O)c2cc(NC(=O)Nc3ccccc3Cl)ccc2OC[C@@H]2O[C@H](CC(=O)O)CC[C@H]21
7.1	Cc1cccc(C)c1NC(=O)CNC(=O)Cc1c[nH]c2ccccc12
1.4	CCc1c(C(=O)NCc2cnn(C)c2)csc1C
-1.8[25 µM]	CC(C)NC(=O)N(C)C[C@H]1Oc2ccc(NC(=O)Cc3ccccc3)cc2CC(=O)N([C@@H](C)CO)C[C@@H]1C
-38.3	O=C(Cn1cnc2c(oc3ccccc32)c1=O)NCCc1ccccc1
-5.6[25 µM]	CC(C)NC(=O)Nc1cccc2c1O[C@H](CN(C)C(=O)Nc1ccccc1)[C@H](C)CN([C@@H](C)CO)C2=O
-4.7[25 µM]	CC(C)C#Cc1ccc([C@@H]2[C@H](CO)N3C(=O)CN(C(=O)NC4CCCC4)C[C@@H]23)cc1
-5.1[25 µM]	C[C@@H]1CN([C@H](C)CO)S(=O)(=O)c2ccc(C#CC3CC3)cc2O[C@@H]1CN(C)C(=O)CN(C)C
-1.2	COc1cccc(NC(=O)CN(C)CC(=O)NCc2ccco2)c1
-0.9	CC(C)NC(=O)C1CCN(C2CCN(C(=O)c3ccc4cccc(F)c4n3)CC2)CC1
8.4	Cc1ccccc1NC(=O)c1ccc(F)c(S(=O)(=O)N2CCCCC2)c1
0.4	CCOC(=O)N1CCN(C(=O)c2ccc(NS(=O)(=O)c3ccc4[nH]c(=O)[nH]c4c3)cc2)CC1
10.7	COc1ccccc1CCNC(=O)CN1C(=O)c2ccccc2S1(=O)=O
4.5	O=c1oc(=O)c2ccccc2c2ccccc12
2.5[25 µM]	C[C@H](CO)N1C[C@H](C)[C@H](CN(C)C(=O)c2ccc3ccn(C)c3c2)OCc2cn(nn2)CCCC1=O
6.2	O=C(NCCSCc1ccc(Cl)cc1)c1cccs1
-0.4	CC(C)c1c(O)nc(SCCN2CCOCC2)[nH]c1=O
2.3	CC(C)(C)c1cc(CCC(=O)NN)cc(C(C)(C)C)c1O
1.5	CCn1ncc(NC(=S)Nc2ccc(OC)c(OC)c2)c1C(N)=O
8.2	N#C[C@@H]1[C@@H](c2ccc(C#CC3CC3)cc2)[C@@H](CO)N1C(=O)Cc1ccccn1
11.4[25 µM]	CN1C(=O)c2cc(NC(=O)Cc3cccs3)ccc2OC[C@H]2O[C@H](CC(=O)NCC3CCCCC3)CC[C@H]21
-38.5	COc1ccc(COC(=O)c2cc([N+](=O)[O-])ccc2N2CCOCC2)cc1F
5.5	CC(NS(=O)(=O)c1ccccc1)C(c1cccs1)N1CCOCC1 (stereo not drawn)
5.1	Nc1ccccc1S(=O)(=O)NCCCCc1ccccc1
-25.2	O=[N+]([O-])c1cccc(CSc2ncnc3ccccc23)c1
15.6	O=C(CCCNS(=O)(=O)c1cccc2nsnc12)NCCN1CCN(c2ccccc2F)CC1
5.0	Cn1c(SCC(=O)NCc2cccs2)nnc1-c1ccc(S(=O)(=O)N2CCCC2)cc1
4.6	NC(CO)(CO)COCc1ccccc1
11.2	Cc1ccccc1NC(=O)Cn1nnc(C(=O)NCc2ccco2)c1N
-0.6	O=C(NCCCN1CCCCC1)c1ccc(CS(=O)c2ccc(F)cc2)o1 (stereo not drawn)
1.7	Cc1cc(C(=O)C(C(c2ccccc2)N2CCOCC2)N2CCOCC2)ccc1Cl (stereo not drawn)
-26.1	CC(=O)Oc1ccc(C2=Cc3ccc(OC(C)=O)cc3OC2C)cc1 (stereo not drawn)
-21.4	CCOC(=O)C1(CCCc2ccccc2)CCN(C(=O)CN2CCOC2=O)CC1
-23.0	CC(=O)c1c(C)nc(Nc2nc(C)c3cc(C)ccc3n2)nc1C

Four successive records out of the list so far:
BL2 CD40 inh	mol
1.7	Cc1cc(C(=O)C(C(c2ccccc2)N2CCOCC2)N2CCOCC2)ccc1Cl (stereo not drawn)
-26.1	CC(=O)Oc1ccc(C2=Cc3ccc(OC(C)=O)cc3OC2C)cc1 (stereo not drawn)
-21.4	CCOC(=O)C1(CCCc2ccccc2)CCN(C(=O)CN2CCOC2=O)CC1
-23.0	CC(=O)c1c(C)nc(Nc2nc(C)c3cc(C)ccc3n2)nc1C

Other structures.
BL2 CD40 inh	mol
3.4	CN(C)CCNc1c2c(c(C#N)c3nc4ccccc4n13)CCCC2
3.4[25 µM]	COc1ccc2c3c(n(C)c2c1)[C@H](CO)N(CC1CC1)CC31CCN(C(=O)NC2CCCC2)CC1
11.2	O=C(NC1CCCCCC1)c1cc(-c2ccccn2)nc2ccccc12
20.0	COc1ccccc1N1CCN(C(=O)c2ccoc2C)CC1
0.3	C[C@@H]1CN(C)C(=O)c2cccc(N(C)C)c2O[C@H]1CN(C)C
-54.7	Cc1cc(C)n(CCc2nc(-c3ccc(-c4ccccc4)cc3)cs2)n1
5.1	CN(C)S(=O)(=O)c1ccc(C(=O)NCc2ccc3[nH]c4c(c3c2)CCCC4)cc1
-47.5	COc1ccc(NC(=O)Nc2nnc(-c3ccncc3)s2)cc1
8.2	O=C1c2ccccc2C(=O)N1N(c1ccccc1)c1ccccc1
-6.6[25 µM]	CN1C(=O)c2cc(NC(=O)Cc3cccs3)ccc2OC[C@@H]2O[C@@H](CC(=O)NCCCN3CCOCC3)CC[C@@H]21
-37.9	C=CCNC(=O)c1ccc(-c2cccc([N+](=O)[O-])c2)o1
5.2	CCOC(=O)CNC(=O)c1c(C)nn(C)c1Cl
-5.5[25 µM]	O=C(CN1CCOCC1)N1CC(=O)N2[C@H](C1)[C@H](c1ccc(-c3cccc(F)c3)cc1)[C@@H]2CO
10.3	CCCN(CCC)CC(=O)Nc1cccc2c1OCO2
11.6	Cc1ccc2c(c1)N(CC(=O)NC1CCCc3ccccc31)C(=O)CO2 (stereo not drawn)

This is a subset, so the mix of outcomes need not match the whole.
